Pol eta inh = DNA polymerase eta (human) inhibition. Potency, µM (highest dose often 114 µM), for inactives: at the top dose activity change, negative = inhibition, most hits filed as inhibitors. actives 1.2% (n = 390,000). Q9Y253. recombinant Pol eta, fluorescent DNA replication assay; further: potency means the concentration at half of the fitted maximal effect; on the % scale 0 is the no-effect control and ±100 the full control effect
Target sequence (Q9Y253 whole entry, looked up): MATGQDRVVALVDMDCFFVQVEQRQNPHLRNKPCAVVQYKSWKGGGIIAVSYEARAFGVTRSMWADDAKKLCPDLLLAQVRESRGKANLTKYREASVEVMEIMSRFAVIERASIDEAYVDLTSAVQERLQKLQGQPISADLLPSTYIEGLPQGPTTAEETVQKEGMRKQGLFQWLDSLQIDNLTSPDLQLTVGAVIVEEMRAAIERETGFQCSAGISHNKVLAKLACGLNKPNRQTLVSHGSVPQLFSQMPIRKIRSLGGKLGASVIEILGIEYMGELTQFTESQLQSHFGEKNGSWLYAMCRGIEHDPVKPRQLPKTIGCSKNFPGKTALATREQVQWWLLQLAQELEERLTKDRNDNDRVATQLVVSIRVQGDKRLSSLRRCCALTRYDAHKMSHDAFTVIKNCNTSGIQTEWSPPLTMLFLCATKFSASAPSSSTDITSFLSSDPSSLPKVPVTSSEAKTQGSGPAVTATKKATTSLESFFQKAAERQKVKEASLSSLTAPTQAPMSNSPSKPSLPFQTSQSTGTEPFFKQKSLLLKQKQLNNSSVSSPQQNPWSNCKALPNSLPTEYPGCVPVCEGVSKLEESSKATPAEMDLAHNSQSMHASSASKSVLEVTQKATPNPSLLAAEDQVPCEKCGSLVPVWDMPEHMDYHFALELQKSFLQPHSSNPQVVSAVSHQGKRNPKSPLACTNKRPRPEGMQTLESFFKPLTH
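Fluorescent replication assay: 50 nM final substrate added after a 15 min room-temperature compound preincubation with 10 nM enzyme. Signal taken at 0 min and again at 10 min.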
Pol iota inh = blocks human DNA polymerase iota activity; Pol iota fluorescent replication assay, 10 min; actives 1% (n = 390,000); Potency, µM (series often up to 115 µM), for inactives: at the highest dose activity, negative = inhibition, hits mostly inhibitors; Q9UNA4; further: potency means the concentration at half of the fitted maximal effect
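Pol iota at 10 nM preincubated 15 min with compounds at room temperature; reaction started with fluorescent substrate, 50 nM final. Fluorescence read kinetically at 0 and 10 min; buffer-only wells as negative control.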
Glioma ERSR ind = induces the endoplasmic reticulum stress response in human glioma cells; U87-MG GRP78 promoter luciferase reporter, 16 h; Potency, µM, without a hit: at the highest dose activation, usual class: activators; actives 0.02% (n = 420,000); AID 602332; further: potency means the concentration at half of the fitted maximal effect; series mostly up to about 76 µM; % of control where 0% means no effect; nearly all actives have a fitted effect of over 35% in size
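ERSR induction read as luciferase luminescence (Bright-Glo, 10 min at room temperature) in stably transfected human U87-MG glioma cells exposed to compounds for 16 h, using GRP78 as sensor.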
LDHA inh = inhibitors of human lactate dehydrogenase A; P00338; purified LDHA, NADH/diaphorase-resazurin fluorescence; hits give low values; activity change, % (values are at about 110 or 230 µM); actives 0.15% (n = 480,000); in the data active means activity change below about -30%; inconclusive means mostly about -25% to -30%;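 further: plate controls were DMSO wells for no effect and wells without enzyme for full effect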
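Remaining NADH was detected by diaphorase (0.133 mg/mL) converting 37 µM resazurin to fluorescent resorufin, read at 0 and 20 minutes. The preceding 5-minute room-temperature reaction used 2 nM LDHA, 0.2 mM sodium pyruvate and 0.06 mM NADH at pH 7.4.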
Apoferritin bind = binds horse apoferritin like a general anesthetic; P02791; apoferritin/1-aminoanthracene competitive binding, fluorescence; Potency, µM (series often up to 77.5 µM), for the others: top-dose activity change, negative = displacement, actives largely listed as inhibitors; actives 0.074% (n = 350,000); further: potency means the concentration at half of the fitted maximal effect; on the % scale 0 is the no-effect control and ±100 the full control effect; nearly all actives have a fitted effect of over 20% in size
Target sequence (P02791 2-175 limits assumed): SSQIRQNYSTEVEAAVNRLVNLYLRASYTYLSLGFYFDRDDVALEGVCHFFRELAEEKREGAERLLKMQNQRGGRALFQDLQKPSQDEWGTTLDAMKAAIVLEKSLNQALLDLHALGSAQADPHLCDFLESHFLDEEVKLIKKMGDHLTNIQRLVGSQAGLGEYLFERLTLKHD
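Read-out: endpoint 1-AMA fluorescence, excitation 380 nm and emission 535 nm, after compounds sit 10 min at room temperature with 10 uM horse-spleen apoferritin in 50% saturated 1-AMA/PBS. Values come from four-parameter Hill fits.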
APE1 inh = inhibitors of human APE1 endonuclease | P27695 | recombinant APE1, TAMRA/BHQ-2 abasic DNA cleavage fluorescence | Potency, µM (series often up to 65.8 µM), without a hit: top-dose activity change, negative = inhibition, actives largely listed as inhibitors | actives 0.35% (n = 350,000) | AID 2517;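 further: potency means the concentration at half of the fitted maximal effect; plate controls were vehicle for no effect and reference inhibitor for full effect; nearly all actives have a fitted effect of over 55% in size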
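Compound pre-exposure to 0.75 nM APE1, 15 min at ambient temperature. Reaction initiated with 50 nM TAMRA/BHQ-2 THF substrate, read immediately in kinetic mode, 525 nm excitation, 598 nm emission.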
BLM helicase inh = inhibitors of human Bloom syndrome helicase BLM; actives 0.2% (n = 350,000); Potency, µM (series often up to 56.1 µM), without a hit: at the top dose activity change, negative = inhibition, usual class: inhibitors; recombinant BLM DNA unwinding, fluorescence dequenching; AID 2528;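 further: potency means the concentration at half of the fitted maximal effect; plate controls were vehicle for no effect and no enzyme for full effect; nearly all actives have a fitted effect of over 35% in size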
Pol beta inh = inhibitors of human DNA polymerase beta | P06746 | Pol beta primer extension/strand displacement, fluorescence kinetic | Potency, µM (series often up to 114 µM), for the others: top-dose activity change, negative = inhibition, hits mostly inhibitors | actives 1.3% (n = 340,000) | AID 485314; further: potency means the concentration at half of the fitted maximal effect; on the % scale 0 is the no-effect control and ±100 the full control effect
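Curves were derived by four-parameter Hill fits of normalized qHTS data. The kinetic fluorescent primer-extension read was taken at 0 and 10 min after 50 nM substrate, following a 15 min room-temperature preincubation of 10 nM enzyme with compounds.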
Pol kappa inh = inhibitors of human DNA polymerase kappa; Q9UBT6; purified Pol kappa, fluorescent DNA synthesis assay, 10 min; Potency, µM (titrated, usually from 107 µM), without a hit: at the highest dose activity, negative = inhibition, hits mostly inhibitors; actives 0.53% (n = 400,000); AID 588579; further: potency means the concentration at half of the fitted maximal effect; on the % scale 0 is the no-effect control and ±100 the full control effect
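10 nM Pol kappa was preincubated with compounds for 15 min at room temperature. Reaction started with 50 nM (final) substrate. Fluorescence read kinetically at 0 and 10 min.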
Numbers without * were called inactive; ? = inconclusive; . = not tested or not shown; & = joins results of further samples; [ ] = remark or other dose. Unless noted, the call rests on the fitted dose curve; in most records, active means well fitted curve in the direction sought with a large enough effect; inconclusive means small, poorly fitted or top-dose-only effect, or another doubt; inactive means no such curve, though single readings can be large; an effect the other way counts as inactive or inconclusive. Some of the compounds tested; count on the stated rates, not on these rows.

SMILES	Pol eta inh	Pol iota inh	Glioma ERSR ind	LDHA inh	Apoferritin bind	APE1 inh	BLM helicase inh	Pol beta inh	Pol kappa inh
NS(=O)(=O)c1cccc(NC(=O)CC2(CC(=O)O)CCCC2)c1	-10%	68%[activator]	-3%	-4	5%	-23%	1%	40%	-2%
Cc1nc(N2N=C(c3ccc(Cl)cc3)CC2c2ccco2)sc1C(=O)N(C)C (configuration not stated)	-16%	22%	1%	-1	57%[activator]	-11%	-14%	?	-6%
CC1CCc2nn(CC(=O)Nc3ccc(F)cc3F)cc2C1 (configuration not stated)	-9%	?	2%	-1	-7%	-1%	1%	2%	1%
CCCn1c(SCC(=O)Nc2cc(Cl)ccc2Cl)n[nH]c1=O	-3%	-15%	-5%	-3	-22%	4%	-2%	4%	-29%
COc1cc([N+](=O)[O-])c(N2CCOCC2)c([N+](=O)[O-])c1OC	-5%	184%[activator]	0%	-2	-6%	-6%	-4%	29%	-6%
CN(C)CCNc1c(N)c(=O)oc2ccccc12	-19%	3%	3%	3	?	20%	2%	-1%	-4%
O=C(NCc1ccon1)C1CCC(=O)N(CCc2cccc(F)c2)C1 (configuration not stated)	-7%	9%	-2%	-2	-3%	-7%	3%	0%	-21%
Cc1ccc(S(=O)(=O)CC(=O)c2ccccc2[N+](=O)[O-])cc1	-13%	21%	0%	-2	-9%	?	1%	36%	-3%
Cc1nc2ccccc2n1-c1nc(-c2ccco2)cc(C(F)(F)F)n1	-12%	23%	0%	-2	-10%	0%	-2%	-21%	0%
Cc1ccc(S(=O)(=O)N(C)C)cc1NC(=O)COC(=O)COc1ccc2c(c1)CCC2	-17%	3%	-2%	0	.	-9%	.	.	-5%
c1ccc(-n2nc3ccccc3n2)cc1	5%	0%	1%	-23	-3%	4%	3%	6%	-6%
O=C1CC(N2CCN(c3ccccc3Cl)CC2)C(=O)N1c1ccccc1 (configuration not stated)	4%	30%	-4%	-5	-8%	-4%	-2%	12%	-25%
COc1cc(O)cc2c1[C@@H]1Oc3c(ccc(O)c3CC=C(C)C)[C@@H]1CO2	?	16%	-2%	3	.	.	.	.	0%
Cc1cccc(N(CC(=O)NC2CC3CCC2C3)S(=O)(=O)c2ccccc2)c1 (configuration not stated)	-15%	16%	-4%	-4	-3%	9%	-6%	1%	-9%
Cc1ccc2cc(C#N)c(SCc3nnc(-c4ccccc4[N+](=O)[O-])o3)nc2c1	-9%	6%	-4%	-8	-9%	2%	6%	1%	-10%
O=C(c1cnn2c(C(F)(F)F)cc(-c3ccco3)nc12)N1CCCc2ccccc21	-10%	12%	-2%	2	-7%	-6%	-2%	31%	-2%
COc1ccccc1N1CCN(c2cc(C)nc3nc(-c4ccc(Cl)cc4)nn23)CC1	-15%	?	-2%	-4	-1%	.	-5%	-26%	-9%
CCCCOC(=O)C1=C(C)Nc2ncnn2C1c1cc(OC)c(OC)cc1OC (configuration not stated)	-13%	8%	-2%	-1	-3%	-1%	-1%	0%	-24%
COc1ccccc1OCCCC(=O)Nc1ccc([N+](=O)[O-])cc1Br	-22%	97%[activator]	-4%	-6	?	-3%	-7%	1%	0%
CC(C)(C)c1ccc(OCCOc2ccc(C(C)(C)C)cc2NC=O)c(NC=O)c1	-28%	2%	-6%	0	-7%	-9%	-15%	4%	-5%
CCc1ccc2ncc(S(=O)(=O)c3ccc(C)c(C)c3)c(N3CCCC3)c2c1	-19%	3%	-5%	3	-12%	2%	-2%	3%	-14%
COCCNc1nc(=S)[nH]c2cc(OC)c(OC)cc12	9%	2%	3%	0	-16%	-3%	-2%	-2%	0%
COc1cccc2sc(N(CCCN(C)C)C(=O)COc3ccc(Cl)cc3)nc12	-18%	20%	-5%	-3	-10%	1%	41%[activator]	4%	-7%
CCOC(=O)[C@H]1[C@H]2COc3ccc(OC)cc3[C@@H]2N2C(=O)CN(C)C(=O)[C@@]12C	-19%	49%	-1%	2	.	-17%	.	.	6%
CCCCN(CC)C(=O)CSc1nc2n[nH]c(C)c2c(=N)n1-c1ccc(CC)cc1	-26%	-17%	-5%	0	-9%	.	-7%	?	-10%[60.1 µM]

Entries of single compounds as entered above. Values in the order: Pol eta inh	Pol iota inh	Glioma ERSR ind	LDHA inh	Apoferritin bind	APE1 inh	BLM helicase inh	Pol beta inh	Pol kappa inh
O=C(c1cnn2c(C(F)(F)F)cc(-c3ccco3)nc12)N1CCCc2ccccc21 as listed: -10%	12%	-2%	2	-7%	-6%	-2%	31%	-2%
CCCCN(CC)C(=O)CSc1nc2n[nH]c(C)c2c(=N)n1-c1ccc(CC)cc1 as listed: -26%	-17%	-5%	0	-9%	.	-7%	?	-10%[60.1 µM]

Continuation.
SMILES	Pol eta inh	Pol iota inh	Glioma ERSR ind	LDHA inh	Apoferritin bind	APE1 inh	BLM helicase inh	Pol beta inh	Pol kappa inh
CN(C)c1ccc(N/C=C/C(=O)C(C)(C)C)cc1	0%	-12%	0%	20	?	-1%	-7%	0%	-27%
CC(Sc1nnc2ccccn12)C(=O)Nc1ccc(N2CCOCC2)cc1 (configuration not stated)	8%	17%	7%	-9	.	-5%	.	.	-2%
COc1ccc2[nH]c(=O)c(CN(C(C)=O)c3ccc(C)c(C)c3)cc2c1	-12%	36%[activator]	-4%	-3	-10%	6%	-3%	27%	3%
N#C/C(=C\c1cc(Br)c(O)c(Br)c1)c1nc2ccccc2c(=O)[nH]1	-14%	6%	-6%	17	-3%	.	13µM*	-17%	-15%
O=c1c(O)c(-c2cc(O)c(O)c(O)c2)oc2cc(O)ccc12	.	.	-3%	.	388%[activator]	0.28µM*	-27%	.	0.24µM*
O=c1cc2c(nn1Cc1ccc(Cl)cc1)-c1ccccc1CC2	-9%	?	-2%	4	?	?	-2%	-2%	-17%
CC1(C)Oc2ccc(/C=C/C(=O)N3CCOCC3)c(O)c2C(N2CCOCC2)C1O (configuration not stated)	.	.	.	.	7%	0%	-1%	0%	.
CCc1ccc(/C=C2/SC(=S)N(CCC(=O)NCCCN3CCOCC3)C2=O)cc1	-23%	18%	0%	0	?	26%	-2%	-26%	-5%
O=C(CN(C(=O)CNC(=O)c1cccs1)c1ccc(F)cc1)NC1CCCC1	-10%	72%[activator]	4%	-1	-13%	9%[12.4 µM]	2%	1%	0%
O=C(CCNS(=O)(=O)c1cccs1)NCc1ccccc1	-7%	29%	-2%	-1	-5%	11%	1%	2%	0%
COc1cc(OC)c(C2=Nc3ccc(Br)cc3C(c3ccccc3)N2CC(=O)NN)cc1OC (configuration not stated)	-23%	13%	-6%	-3	-4%	4%	-10%	12%	-13%
COc1ccc2nc(NCc3cccnc3)sc2c1	-18%	18%	3%	-1	?	28%	-3%	15%	5%
CCC(=O)Nc1ccc2c(c1)nc(CCN1CCN(c3ccccc3)CC1)n2C	-15%	-20%	-4%	0	6%	13%	1%	56%	3%
O=C(NCC1CCCO1)c1ccc2c(c1)C(=O)N(C1CCCCC1)C2=O (configuration not stated)	-10%	0%	2%	-5	-3%	?	-1%	2%	0%
O=C1COc2ccc(C(=O)COC(=O)c3ccc(S(=O)(=O)C(F)F)cc3)cc2N1	-9%	34%[activator]	-3%	-3	.	22%	.	.	-9%
Oc1ccc2ccccc2c1CN1CCN(c2ccccc2F)CC1	-8%	-15%	-2%	6	-9%	-4%	-7%	4%	-2%
COc1ccc2nc(NC(=O)c3ccoc3C)sc2c1	5%	-10%[58.9 µM]	-5%	-10	-1%	3%	-3%	-1%	-10%
Cc1ccc2c(c1)N(CCC(=O)NCc1cccs1)C(=O)C(C)O2 (configuration not stated)	-11%	-1%	-2%	-3	-6%	3%	0%	23%	-11%
Cc1[nH]c2ccc(F)cc2c1CCN(Cc1ccncc1)C(=S)Nc1cccc(F)c1	-8%	19%	-3%	0	-14%	-5%	-5%	-22%	-1%
CC(=O)Nc1ccc(S(=O)(=O)Nc2ccccc2C(=O)N2CCCCC2)cc1	-8%	5%	-5%	-5	-9%	80%[activator]	-9%	-3%	-8%
Cc1ccccc1C(=O)NC(=S)NCCc1ccccc1	-13%	1%	-1%	-2	-18%	-7%	-11%	?	-7%
CCOc1cccc(-c2nnc(SCC(=O)Nc3cccc(OC)c3)n2N)c1	-2%	-13%	-1%	-3	?	1%	-4%	-3%	-7%
CCN(CC)S(=O)(=O)c1cccc(NC(=O)CC2CCCC2)c1	-22%	13%	-3%	0	5%	10%	-9%	0%	4%
O=Cc1c(NCc2ccc(F)cc2)c2ccccc2[nH]c1=O	-19%	38%[activator]	-4%	-2	-17%	55%	-4%	1%	-14%
C/C=C\C(=O)Nc1cccc(C2=NOC3(C2)C[C@@H](C(N)=O)N(C(=O)c2ccccc2)C3)c1 (some centres not stated)	-3%	?	-5%	0	-7%	5%	-3%	0%	-7%

Following part.
SMILES	Pol eta inh	Pol iota inh	Glioma ERSR ind	LDHA inh	Apoferritin bind	APE1 inh	BLM helicase inh	Pol beta inh	Pol kappa inh
O=C(Nc1ccccc1)C1=C[C@H](c2ccc(C(F)(F)F)cc2)C[C@H](OCCCCO)O1	-18%	4%	0%	4	.	.	.	.	4%
C=CC(COCc1ccccc1)N(C(=O)OC(C)(C)C)S(=O)(=O)c1ccccc1Br (configuration not stated)	-14%	?	-6%&1%	1	-3%&-6%	0%&0%	-14%&-12%	4%	-19%&10%
O=C(COC(=O)Cc1ccc(Br)cc1)NCc1ccc(F)cc1	-7%	18%	-8%	-7	?	2%	-3%	17%	-2%
COc1cc(OC)c(NC(=O)CCc2c(C)nc3c4c(C)cc(C)nc4nn3c2C)cc1Cl	9%	-4%	-1%	0	-3%	.	3%	19%	-10%
Cc1ccc(N2C(=O)CN(Cc3ccccc3)C2=S)cc1C	-22%	181%[activator]	-7%	-6	-12%	-24%	-8%	1%	-8%
Cc1ccccc1N1CCN(S(=O)(=O)N(C)C)CC1	-7%	18%	-2%	2	-10%	17%	-1%	19%	5%
O=C(Nc1ccccc1N1CCOCC1)C1(c2ccc(Cl)cc2)CCC1	-24%	39%[activator]	-1%	2	-3%	0%	-6%	25%	2%

Assay outcomes: PubChem, National Center for Advancing Translational Sciences (NCATS)
